From PubChem
VLA-4 inh = inhibition in a human VLA-4 binding assay. P13612. VLA-4 expressing cells, ligand binding flow cytometry. inhibition, % (about 7 µM as worked out from the volumes in the protocol). actives 0.2% (n = 330,000). AID 2557; in the data active = inhibition above about 50%
BCLXL inh = inhibitors of human Bcl-xL; Q07817; GST-Bcl-xL / FITC-Bim BH3 peptide fluorescence polarization; inhibition, % at 10.9 µM; actives 0.7% (n = 320,000); AID 2129;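 active = inhibition above the mean of all tested compounds plus 3 SD, cutoff set per campaign, cut at about 30% in these data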;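 also: 0% = DMSO wells and 100% = unlabeled Bim-BH3 peptide competitor; inhibitors lower millipolarization by displacing the labeled peptide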
Target sequence (Q07817 whole entry, looked up): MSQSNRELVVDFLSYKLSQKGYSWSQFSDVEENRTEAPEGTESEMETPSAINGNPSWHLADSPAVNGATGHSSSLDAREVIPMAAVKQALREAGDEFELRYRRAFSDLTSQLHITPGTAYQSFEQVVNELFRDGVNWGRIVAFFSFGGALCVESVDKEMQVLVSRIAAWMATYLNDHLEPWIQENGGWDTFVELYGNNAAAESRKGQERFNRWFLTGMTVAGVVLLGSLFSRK
CIT2-GFP yeast = yeast TOR pathway CIT2-GFP modulation; S. cerevisiae CIT2-GFP strain, flow cytometry, 3 h; 100 means same as DMSO wells; GFP response vs DMSO, % at 10 µM; actives 0.065% (n = 320,000);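 active = GFP response relative to DMSO above a set limit, near the screen mean plus 3 SD, cut at about 150% in these data; inconclusive = Fewer than 70 cells measured for a yeast strain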;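 also: ratio of well median GFP fluorescence to mean of DMSO wells on the plate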
GRK2 aptamer HTS = human GRK2 inhibition via aptamer displacement. actives 0.59% (n = 330,000). bead flow cytometry, FAM-aptamer displacement from GRK2. inhibition of aptamer binding, % at 10 µM;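 active = inhibition of aptamer binding above 40%, roughly 3 SD of noise, on plates passing a quality check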;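 also: median bead fluorescence of bound FAM aptamer so fluorescent compounds give negative values; no value below 0 was filed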
MCL1-BIM inh = MCL1-BIM-BH3 interaction inhibition (human) | actives 0.68% (n = 320,000) | GST-MCL1 / FITC-Bim-BH3 fluorescence polarization | inhibition, % at 10.9 µM | Q07820 | AID 2057;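 active = inhibition above the mean inhibition of all tested compounds plus 3 SD, set per campaign, cut at about 40% in these data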;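 also: 0% = DMSO wells and 100% = unlabeled Bim-BH3 peptide control; higher means more loss of mP so more displacement of Bim peptide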
Target sequence (Q07820 whole entry, looked up): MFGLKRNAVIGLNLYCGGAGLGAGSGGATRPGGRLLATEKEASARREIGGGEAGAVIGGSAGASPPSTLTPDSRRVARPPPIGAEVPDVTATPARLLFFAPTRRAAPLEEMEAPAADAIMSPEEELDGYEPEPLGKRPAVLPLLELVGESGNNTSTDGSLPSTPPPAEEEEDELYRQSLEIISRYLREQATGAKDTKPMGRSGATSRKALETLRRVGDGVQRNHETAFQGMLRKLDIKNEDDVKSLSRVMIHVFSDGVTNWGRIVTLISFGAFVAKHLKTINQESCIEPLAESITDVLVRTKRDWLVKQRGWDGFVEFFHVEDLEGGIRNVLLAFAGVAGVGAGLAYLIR
CR mimetic SO = lowers age-related superoxide in aged yeast cells | S. cerevisiae aged cells, superoxide DHE fluorescence; active compounds read low | superoxide response (% of plate mean), % at 10 µM | actives 0.18% (n = 330,000) | AID 2690;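 active = superoxide response under a set limit, about three screen SD below normal, cut at about 65% in these data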;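 also: yeast aged for seven days with compound at 30 °C before DHE staining; 100% = average MFI of all compound-treated wells on the plate with controls excluded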
GLD-1 RNA inh = GLD-1-TGE RNA interaction inhibition (C. elegans); Q17339; AID 2280; inhibition, % at 5.96 µM; purified GLD-1 + fluorescein TGE RNA, fluorescence polarization; actives 0.44% (n = 320,000);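 active = percent inhibition above a per-plate cutoff, the plate mean of test compounds plus 3 SD, cut at about 30% in these data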;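 also: 0% = DMSO wells with GLD-1 and probe and 100% = wells lacking GLD-1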
Target sequence (Q17339 whole entry, looked up): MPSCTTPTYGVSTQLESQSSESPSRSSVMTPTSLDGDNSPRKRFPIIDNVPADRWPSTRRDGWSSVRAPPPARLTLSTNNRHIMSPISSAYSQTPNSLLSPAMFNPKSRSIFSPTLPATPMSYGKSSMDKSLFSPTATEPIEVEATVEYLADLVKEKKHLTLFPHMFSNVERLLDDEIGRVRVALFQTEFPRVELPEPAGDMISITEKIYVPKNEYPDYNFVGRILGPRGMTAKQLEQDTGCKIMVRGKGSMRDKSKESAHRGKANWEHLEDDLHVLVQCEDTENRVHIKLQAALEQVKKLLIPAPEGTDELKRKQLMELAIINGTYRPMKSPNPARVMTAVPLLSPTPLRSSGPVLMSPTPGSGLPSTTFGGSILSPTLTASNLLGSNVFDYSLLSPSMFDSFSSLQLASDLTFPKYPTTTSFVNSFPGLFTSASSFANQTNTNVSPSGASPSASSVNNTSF
AGP1 TOR yeast = yeast TOR pathway AGP1-GFP modulation. S. cerevisiae AGP1-GFP multiplex flow cytometry, 3 h; GFP as percent of DMSO wells. actives 0.02% (n = 320,000). GFP response vs DMSO, % at 10 µM;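 active = GFP response relative to DMSO above a set limit, near screen average plus 3 SD, cut at about 150% in these data; inconclusive = fewer than 70 cells counted for the yeast strain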;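 also: median GFP channel fluorescence of the gated AGP1 strain per well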
MEX-5 binding = C. elegans MEX-5 TCR-2 RNA binding activity. activity score (negative = inhibition of binding), % at 10 µM. Q9XUB2. actives 0.38% (n = 300,000). MEX-5/FITC-TCR2 RNA binding, fluorescence polarization; active compounds read low;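 active = inhibition past about -25% in most replicates, and total fluorescence under double the plate's negative control median, limit read from the data; inconclusive = replicates evenly split on the limit, or fluorescence at least double controls; inactive = too little inhibition in most replicates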;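 also: 0% = DMSO and -100% = 5 µM competing unlabeled TCR2 RNA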
* hit, by the source's call; i = inactive; ? = inconclusive; . = no result given.

SMILES	VLA-4 inh	BCLXL inh	CIT2-GFP yeast	GRK2 aptamer HTS	MCL1-BIM inh	CR mimetic SO	GLD-1 RNA inh	AGP1 TOR yeast	MEX-5 binding
O=C(O)C1C2C=CC(O2)C1C(=O)Nc1ccc2c(c1)OCCO2 (centres undefined)	7	8	100	1	7	98	7	101	-0.2
CC(=O)NC(Cc1cc(C)ccc1C)C(=O)N1CCN(C(=O)c2ccccc2Br)CC1 (centres undefined)	5	5	101	1	8	108	6	99	-0.1
CCCOc1ccc(Cl)cc1/C=C1/C(=O)ON=C1C	19	0	98	0	-8	114	-6	73	-0.3
Cc1ccc(S(=O)(=O)CCC(=O)Nc2nc3c(s2)CCCC3)cc1	6	-7	94	0	-7	100	-4	.	-2.9
Cc1ccc(CNC(=O)c2nnn(CC(=O)Nc3cccc(C)c3C)c2N)cc1	11	2	99	0	-2	123	-7	104	0.4
c1ccc(CCCCN2C(Nc3ccccc3)=NC[C@@H]2Cc2ccccc2)cc1	-5	-1	103	0	-3	97	7	104	.
CCN(CC)CC(C)(C)COC(=O)c1oc2ccccc2c1C	5	9	98	1	4	103	-3	114	0.1
COc1ccc(NC(=O)c2cc(S(=O)(=O)N3CCCC3)cn2C)cc1Cl	21	2	102	3	5	87	7	102	-3.2
CCCn1c2ccccc2c2nnc(SC(CC)C(=O)Nc3cc(C)on3)nc21 (centres undefined)	-1	10	98	1	-4	104	2	99	-0.5
Cc1nn(Cc2ccc(Cl)cc2)c(C)c1NC(=O)CCCn1nc(C)c([N+](=O)[O-])c1C	2	8	98	0	8	106	-1	103	1.7
Cc1ccc(C)c(S(=O)(=O)N2CC(=O)Nc3ccccc32)c1	5	0	.	0	-2	105	11	110	2.6
COc1ccc(NC(=O)CN2CCN(c3ccccc3C)CC2)cc1	-4	-3	103	0	8	93	-2	90	-0.9
Cc1cc(C)c(S(=O)(=O)N2CCOC2CNC(=O)C(=O)NCCCn2ccnc2)c(C)c1 (centres undefined)	32	-3	90	0	3	95	2	106	.
O=C(CN1CCN(c2ccccc2)CC1)Nc1c(C(=O)C2CC2)oc2ccccc12	7	6	93	2	-4	93	0	90	-1.6
Cc1ccc(S(=O)(=O)N2[C@@H](c3ccccc3)C(C(=O)O)=CC[C@H]2c2ccc(Cl)cc2)cc1	2	4	100	0	4	93	6	76	.
Cc1c(Nc2ncnc3c2cnn3-c2ccccc2)c(=O)n(-c2ccccc2)n1C	17	-4	100	3	1	98	-1	109	3.2
CCOc1nc(-c2ccc(OC)cc2)ccc1-c1noc(C)n1	4	3	117	2	-6	84	3	103	0.4
O=C(Oc1ccc(C(=S)N2CCOCC2)cc1)c1cccc(Cl)c1	-1	7	99	3	9	92	0	105	1.8
CC(=O)N1c2ccc(S(=O)(=O)NCC3CCC(C(=O)NC4CCCCC4)CC3)cc2CC1C (centres undefined)	-4	9	97	0	2	107	-6	91	-1.2
CN(C)c1ccc(C(=O)N/N=C/c2cc(Br)cc(Br)c2O)cc1	1	3	92	1	14	90	6	103	-5.5
COCc1cc(Sc2ccc(Cl)cc2)nc(-c2ccccc2)n1	3	2	99	0	-1	109	-3	107	0.1
COc1ccc(N2C(=O)C3CCCN3C2c2ccc(C)o2)cc1Cl (centres undefined)	-14	2	94	0	3	108	4	100	-0.4
CCCn1nnnc1SCC(=O)c1ccc(NC(C)=O)cc1	-3	3	102	3	1	106	1	101	2.8
c1ccc(Nc2ccc(-n3ccnc3)nn2)cc1	0	7	95	0	6	107	-1	104	-2.2
O=C1NC(NS(=O)(=O)c2ccc(Cl)cc2)(C(F)(F)F)C(=O)N1CCc1ccccc1 (centres undefined)	-6	6	105	2	7	101	-6	103	3.4
COCCNC(=O)C1Cc2cc(S(=O)(=O)N3CCCC3)ccc2N1C(C)=O (centres undefined)	7	4	106	1	-1	95	0	107	-2.3
Cc1ccccc1-n1ncc2c1CC(C)(C)CC2NC(=O)CCC1=NNC(=O)CC1 (centres undefined)	-102	6	94	14	-2	102	5	99	-1.1
CN(C)CCCNCCCCNC(=O)/C=N/O	18	6	89	6	6	95	6	97	3.1
CC(C)CNC(=O)CN(c1ccccc1)S(=O)(=O)c1ccccc1[N+](=O)[O-]	3	-3	101	2	-13	91	-2	103	-1.2
CCOC(=O)Cc1csc(NC(=O)Nc2ccc(OC(F)(F)F)cc2)n1	4	0	96	0	2	111	-2	104	0.5
CN(C)c1ccc(NS(=O)(=O)c2ccc(-c3csnn3)cc2)cc1	4	6	100	1	10	110	5	103	3.9
CN(CC(=O)NCc1ccccn1)S(=O)(=O)c1ccc(F)cc1	15	6	107	0	-4	92	4	100	-0.8
COc1ccc(CC(=O)N/N=C(\C)c2cccnc2)cc1OC	-1	.	80	10	.	97	.	95	-0.1
COP1(=O)C[C@@H](O)[C@@H](O)[C@@H](COCc2ccccc2)O1 (some centres undefined)	36	1	98	7	5	100	-9	89	0.3
O=C(N[C@@H](c1ccccc1)[C@@H]1C[C@H]1C(=O)O)OCc1ccccc1	.	5	.	.	0	.	13	.	-2.0
Cc1cc(C)c(C)c(S(=O)(=O)N2CCN(C(=O)c3cc(=O)[nH]c4ccccc34)CC2)c1C	.	6	106	0	4	102	7	108	-0.5
COc1ccc(OCCc2nnc(N)s2)cc1	14	1	96	3	2	100	-2	100	-1.9
COc1cccc2sc3cc(NCC[C@@H]4CCCN4C)ccc3c(=O)c12	16	.	79	0	.	106	0	91	.
COc1ccc(OCCN(C)Cc2c(O)ccc3ccccc23)cc1	1	11	107	0	2	112	0	109	0.4
O=C(O)c1ccccc1SCc1ccc2c(c1)OCO2	7	4	84	0	9	165	-1	97	1.9
CC(=O)N1C(=O)NC(c2ccccc2)=C([N+](=O)[O-])C1c1ccccc1 (centres undefined)	4	7	100	1	12	107	-2	89	0.7
O=C(NCc1ccccc1)c1cnc(-c2ccccn2)nc1C(F)(F)F	-2	3	90	0	8	100	-2	97	-2.3
COc1ccc(OC)c(CCNC(=O)CCn2nc(C)c3c(C)n(-c4ccccc4)nc3c2=O)c1	36	3	100	0	6	113	-1	110	-2.3
CN1/C(=C\P(=O)(N(C)C)N(C)C)C(C)(C)c2ccccc21	i	45*	82	2	47*	95	59*	85	2.4
COc1cc(C(=O)OCC(=O)c2ccc(S(=O)(=O)N3CCCCC3)cc2)cc(OC)c1OC	10	-9	92	3	-9	83	4	97	.
CCC(=O)Nc1nc2c(s1)COc1ccccc1-2	-1	3	87	8	7	123	-5	89	2.0
COc1ccc(NC(=O)CN(C)S(=O)(=O)c2ccc3c(c2)CCCN3C(C)=O)cc1	11	-2	99	0	-4	93	-5	95	-1.5
O=S(=O)(c1ccccc1)N1CCC(=NO)CC1	-8	1	89	0	1	90	4	94	-0.2
Cc1cc(C)n(CC(O)Cn2c3ccc(Cl)cc3c3cc(Cl)ccc32)c(=O)n1 (centres undefined)	0	6	97	3	-1	116	1	102	2.7
O=C(COC(=O)c1cccc(S(=O)(=O)N2CCOCC2)c1)Nc1ccc(Cl)cn1	0	1	94	0	3	93	3	100	.
CCn1ncc(Cl)c1C(=O)Nc1cc([N+](=O)[O-])ccc1OC	3	1	101	0	4	111	5	102	-0.2
CC(C)C(=O)O/N=C(\N)c1ccccn1	10	3	97	0	-2	91	0	99	4.2
CCc1ccccc1NC(=O)C1CCCN(c2nccc(C)n2)C1 (centres undefined)	47	1	?	1	-1	101	-1	?	-1.0
O=C(NCCN1CCCCC1)c1ccc(Oc2cc(Cl)cc(Cl)c2)o1	-5	-1	106	0	2	110	-6	114	1.1
CN(C)Cc1c(O)ccc2occ(C(O)c3ccccc3)c12 (centres undefined)	16	1	99	1	1	92	-1	100	1.8
O=c1c(-c2ccccc2)c(O)c2cccc3c2n1CCC3	6	3	88	0	-9	123	2	96	-4.2
CC1(c2nnc(-c3cccc(Cl)c3)o2)CC(c2ccc(F)cc2)=NO1 (centres undefined)	.	2	.	.	-5	.	-9	.	2.0
CC1(C)CC(=O)C2=C(C1)NC1=C(C(=O)c3ccccc31)C2c1ccccc1 (centres undefined)	8	2	103	3	2	92	8	113	-1.4
CCOc1ccc(OCc2cccc(C(=O)O)c2)cc1	4	2	81	0	-2	141	3	91	0.3
O/N=C1\CCCC\C1=C/c1ccccc1	7	3	98	2	9	105	-4	103	2.9

Rewritten as a markdown table: three of the compounds above.
| SMILES | VLA-4 inh | BCLXL inh | CIT2-GFP yeast | GRK2 aptamer HTS | MCL1-BIM inh | CR mimetic SO | GLD-1 RNA inh | AGP1 TOR yeast | MEX-5 binding |
| --- | --- | --- | --- | --- | --- | --- | --- | --- | --- |
| COCc1cc(Sc2ccc(Cl)cc2)nc(-c2ccccc2)n1 | 3 | 2 | 99 | 0 | -1 | 109 | -3 | 107 | 0.1 |
| COc1ccc(N2C(=O)C3CCCN3C2c2ccc(C)o2)cc1Cl (centres undefined) | -14 | 2 | 94 | 0 | 3 | 108 | 4 | 100 | -0.4 |
| CCCn1nnnc1SCC(=O)c1ccc(NC(C)=O)cc1 | -3 | 3 | 102 | 3 | 1 | 106 | 1 | 101 | 2.8 |

(continued)
SMILES	VLA-4 inh	BCLXL inh	CIT2-GFP yeast	GRK2 aptamer HTS	MCL1-BIM inh	CR mimetic SO	GLD-1 RNA inh	AGP1 TOR yeast	MEX-5 binding
Cc1cc(C(=O)NC2CCCN(Cc3ccccc3F)C2)no1 (centres undefined)	18	2	104	0	-3	67	3	102	0.3
C/C(CC(=O)Nc1ccc2c(c1)OCCO2)=N\NC(=O)COc1ccc(Cl)c(C)c1	2	5	113	0	8	91	6	100	2.0
O=C(C1CCCO1)N1CCN(C(=S)Nc2ccccc2Cl)CC1 (centres undefined)	-8	0	102	0	3	81	1	100	2.0
Nc1nc2cc(S(=O)(=O)N3CCOCC3)ccc2o1	14	.	111	3	.	119	6	99	.
COC(=O)C1=C(C)Nc2ncnn2C1c1ccc(OC(=O)c2ccccc2)cc1 (centres undefined)	-10	0	110	0	3	78	1	97	-4.3
C=CCc1ccccc1OCC(=O)N/N=C/c1ccc(OC(C)=O)cc1OC(C)=O	9	3	95	3	6	96	9	97	0.5
NC(=S)N/N=C1/CCSc2ccc3ccccc3c21	0	2	103	0	-2	108	5	111	1.1
N#CCC(=O)Nc1ccc(C(=O)OCC(=O)Nc2ccc3ccccc3c2)cc1	11	-12	104	7	-20	89	-7	94	.
O=C(Nc1ccc2nn(-c3ccccc3)nc2c1)c1ccco1	-5	5	97	2	7	97	7	98	0.2
COc1ccc(CNS(=O)(=O)c2ccc(F)c(C(=O)Nc3ccccc3OC)c2)cc1	19	2	107	0	-1	112	11	101	0.0
C=CCC(NCCCO)c1cccc(OC)c1OC (centres undefined)	5	10	110	1	-6	99	10	104	0.6
C/C(Cl)=C/Cc1c(C)[nH]c2c(ccc3ccccc32)c1=O	5	7	95	0	-3	99	5	98	-1.8
Cc1nc2ncnn2c(C)c1CCC(=O)N1CCOCC1	4	1	106	0	6	154	1	106	0.0
O=C(O)CCC(=O)c1ccc2c(c1)CCCC2	-8	2	115	4	9	94	-9	106	1.0
Nc1nnc(CSCc2ccccc2)s1	14	2	108	0	-7	101	-1	108	.
CC(C)CN(C(=O)CSc1nnc2c(Cl)cc(C(F)(F)F)cn12)C1CCS(=O)(=O)C1 (centres undefined)	-4	0	95	1	2	100	2	101	-1.0
NS(=O)(=O)c1cc2c(cc1Cl)NC(C(Cl)Cl)NS2(=O)=O (centres undefined)	5	2	87	1	-5	114	1	88	5.3
